IDE inh = cellular human IDE inhibition; AID 434962; HEK cells, FAbetaB cleavage, fluorescence polarization; 0.41% of 320,000 active; inhibition, % at 5.59 µM;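 active = percent inhibition above the average of all tested compounds plus 3 SD, set per screening campaign, cut at about 16% in these data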;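 also: IDE supplied by intact live HEK cells; FP after avidin binding of uncleaved biotin substrate so inhibition keeps polarization high; 0% = DMSO wells and 100% = 60 µM reference IDE inhibitor Ii1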
Target sequence (P14735 whole entry, looked up): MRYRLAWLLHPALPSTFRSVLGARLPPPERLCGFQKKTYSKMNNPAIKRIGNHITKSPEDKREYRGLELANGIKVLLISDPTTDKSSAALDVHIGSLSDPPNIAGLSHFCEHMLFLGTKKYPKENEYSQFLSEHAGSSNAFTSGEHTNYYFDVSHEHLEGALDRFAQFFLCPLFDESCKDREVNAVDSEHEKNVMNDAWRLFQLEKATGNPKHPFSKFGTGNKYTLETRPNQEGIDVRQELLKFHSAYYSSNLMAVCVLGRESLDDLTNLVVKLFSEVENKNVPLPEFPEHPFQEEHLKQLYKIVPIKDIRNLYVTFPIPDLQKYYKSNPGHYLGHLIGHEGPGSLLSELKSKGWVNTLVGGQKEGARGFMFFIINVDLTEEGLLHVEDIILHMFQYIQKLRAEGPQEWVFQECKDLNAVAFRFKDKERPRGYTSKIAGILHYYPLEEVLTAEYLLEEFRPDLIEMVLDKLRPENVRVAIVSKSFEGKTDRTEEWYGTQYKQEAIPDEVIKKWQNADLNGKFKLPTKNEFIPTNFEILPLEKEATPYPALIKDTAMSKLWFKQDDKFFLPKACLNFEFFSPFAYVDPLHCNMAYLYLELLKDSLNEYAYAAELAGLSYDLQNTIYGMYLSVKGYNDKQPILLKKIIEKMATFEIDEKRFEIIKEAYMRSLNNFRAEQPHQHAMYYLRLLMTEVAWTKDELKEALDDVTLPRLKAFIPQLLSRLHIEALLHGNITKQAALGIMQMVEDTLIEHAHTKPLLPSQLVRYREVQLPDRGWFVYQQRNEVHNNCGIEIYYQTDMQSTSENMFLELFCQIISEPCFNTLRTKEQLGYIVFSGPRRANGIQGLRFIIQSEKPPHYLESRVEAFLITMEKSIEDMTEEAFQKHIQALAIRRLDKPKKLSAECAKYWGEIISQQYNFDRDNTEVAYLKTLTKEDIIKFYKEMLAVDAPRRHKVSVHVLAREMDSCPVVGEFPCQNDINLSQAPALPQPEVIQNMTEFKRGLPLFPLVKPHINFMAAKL
IDE cell activ = IDE (human) activation, cell-based. HEK cells, FAbeta-B cleavage, fluorescence polarization; 0% vehicle, 100% cell-free pure enzyme wells. activation, % at 5.96 µM. 0.073% of 340,000 active. AID 493087;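 active = activation above the mean of all tested compounds plus 3 SD, set per screening campaign, cut at about 17% in these data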
Active calls of the source: *.

| entry | compound | IDE inh | IDE cell activ |
| --- | --- | --- | --- |
| 1 | O=C(CN1C(=O)NC2(CCCC2)C1=O)N1CCN(S(=O)(=O)c2ccc(Cl)c(C(F)(F)F)c2)CC1 | 1 | 8 |
| 2 | CCN(CC)S(=O)(=O)c1ccc(O)c(C(=O)OCC(=O)NC23CC4CC(CC(C4)C2)C3)c1 | 5 | 4 |
| 3 | O=C(C1CCC1)N1CCN(S(=O)(=O)c2ccc(F)cc2)CC1 | 6 | -1 |
| 4 | CCCCn1c(N)c(N(CCC(C)C)C(=O)C2CCCN(C(=O)c3ccc(Cl)cc3)C2)c(=O)[nH]c1=O (stereo not drawn) | 0 | 7 |
| 5 | O=C(CNc1cccc(S(=O)(=O)N2CCCC2)c1)Nc1cccc(F)c1 | 2 | 2 |
| 6 | C[C@H](NC(=O)c1ccco1)C(=O)NNC(=O)COc1cccc(C(F)(F)F)c1 | 1 | -2 |
| 7 | CCCCn1c(N)c(N(CC(C)C)C(=O)C2CCCN(C(=O)c3ccc(Cl)cc3)C2)c(=O)[nH]c1=O (stereo not drawn) | 3 | -5 |
| 8 | CC(C)(C)[C@@H]1COC(=O)[C@H](Cc2ccc(F)cc2)CC/C=C\C[C@H](CC(=O)N(CCO)Cc2ccccc2)C(=O)N1 | 7 | 2 |
| 9 | O=C(COC(=O)c1cc([N+](=O)[O-])ccc1N1CCOCC1)c1ccccc1 | 4 | 2 |
| 10 | CCOC(=O)c1cc(CC)sc1NC(=O)COC(=O)c1cnccn1 | 1 | -5 |
| 11 | COc1ccc(NC(=O)N(C)C[C@H]2Oc3c(NC(=O)C4CC4)cccc3C(=O)N([C@H](C)CO)C[C@@H]2C)cc1 | 6 | 0 |
| 12 | CC(C)(C)OC(=O)N1CCN(C(=O)c2[nH]cnc2C(=O)Nc2ccc(Cl)cc2)CC1 | -3 | 0 |
| 13 | Cc1ccc(C)c(NC(=O)CN(C)C(=O)c2oc3c(Cl)cccc3c2C)c1 | -3 | -1 |
| 14 | CC(C)(C)N(Cc1ccccc1)C(=O)CN1C(=O)c2ccccc2S1(=O)=O | -4 | -3 |
| 15 | O=C(COC(=O)c1cccc(S(=O)(=O)NCc2ccccc2)c1)NC1CC1 | 2 | 2 |
| 16 | Cc1noc(C)c1NC(=O)N(C)C[C@H]1Oc2c(NC(=O)Cc3ccccc3)cccc2C(=O)N([C@H](C)CO)C[C@@H]1C | 0 | 5 |
| 17 | CC(NCC(=O)NC(=O)NC1CCCC1)c1ccc(Cl)cc1Cl (stereo not drawn) | 0 | 2 |
| 18 | O=C(CN1C(=O)c2ccccc2C1=O)OCC(=O)N1CCCCC1 | -2 | 2 |
| 19 | O=C(COC(=O)C1CC2CCCC(C1)C2=O)c1cccc(Br)c1 (stereo not drawn) | 1 | 3 |
| 20 | CCOC(=O)/C=C/[C@H]1CCc2cccc(C)c2O1 | 2 | -6 |
| 21 | CN1C(=O)[C@@H]2C[C@@]3([C@@]45C[C@H]6C(=O)N(C)[C@@H](Cc7ccccc7)C(=O)N6[C@@H]4Nc4ccccc45)c4ccccc4N[C@H]3N2C(=O)[C@@H]1Cc1ccccc1 | -5 | 1 |
| 22 | Cc1ccc(C(C)C)c(OCC(=O)NNC(=O)CC2OC(=O)c3ccccc32)c1 (stereo not drawn) | 9 | 2 |
| 23 | COCCN(C(=O)COC(=O)c1cc2c(s1)CCC2)c1c(N)n(Cc2ccccc2)c(=O)[nH]c1=O | 0 | 5 |
| 24 | Cc1ccc(NC(=O)c2ccc(OCc3c(C)noc3C)cc2)cc1C | 3 | 0 |
| 25 | O=C(COC(=O)c1ccc(O)cc1)NC(=O)NCc1ccccc1 | 0 | 5 |
| 26 | O=C(COC(=O)c1nn(CCO)c(=O)c2ccccc12)Nc1ccc(Cl)c(Cl)c1 | 2 | 4 |
| 27 | CCc1cc(C(=O)NCC(C)(C)N2CCOCC2)sc1C | 1 | 2 |
| 28 | Cc1cc(NC(=O)COC(=O)c2nccnc2N)n(-c2ccccc2)n1 | 4 | -1 |
| 29 | CC(C)N(C(=O)[C@H]1CC(CC(=O)NCCCn2ccnc2)C(=O)N2CCc3c([nH]c4ccccc34)[C@]12C)C(C)C (stereo partly drawn) | 2 | 6 |
| 30 | Cc1ccc(C)c(-n2nnnc2SCC(=O)NCC2CCCO2)c1 (stereo not drawn) | 1 | 4 |

7 entries already listed, ordered by molar mass, largest number first.
| entry | compound | IDE inh | IDE cell activ |
| --- | --- | --- | --- |
| 21 | CN1C(=O)[C@@H]2C[C@@]3([C@@]45C[C@H]6C(=O)N(C)[C@@H](Cc7ccccc7)C(=O)N6[C@@H]4Nc4ccccc45)c4ccccc4N[C@H]3N2C(=O)[C@@H]1Cc1ccccc1 | -5 | 1 |
| 16 | Cc1noc(C)c1NC(=O)N(C)C[C@H]1Oc2c(NC(=O)Cc3ccccc3)cccc2C(=O)N([C@H](C)CO)C[C@@H]1C | 0 | 5 |
| 29 | CC(C)N(C(=O)[C@H]1CC(CC(=O)NCCCn2ccnc2)C(=O)N2CCc3c([nH]c4ccccc34)[C@]12C)C(C)C (stereo partly drawn) | 2 | 6 |
| 26 | O=C(COC(=O)c1nn(CCO)c(=O)c2ccccc12)Nc1ccc(Cl)c(Cl)c1 | 2 | 4 |
| 19 | O=C(COC(=O)C1CC2CCCC(C1)C2=O)c1cccc(Br)c1 (stereo not drawn) | 1 | 3 |
| 17 | CC(NCC(=O)NC(=O)NC1CCCC1)c1ccc(Cl)cc1Cl (stereo not drawn) | 0 | 2 |
| 20 | CCOC(=O)/C=C/[C@H]1CCc2cccc(C)c2O1 | 2 | -6 |

(listing goes on)
| entry | compound | IDE inh | IDE cell activ |
| --- | --- | --- | --- |
| 31 | O=C(Cn1cnc2c(OCc3ccccc3)ncnc21)NCc1ccccc1 | -3 | 4 |
| 32 | Cc1cc(C)c(NC(=O)CNC(=O)COC(=O)Cc2ccccc2C)c(C)c1 | -2 | 2 |
| 33 | COc1ccc(CCC(=O)Nc2cccc(S(=O)(=O)N3CCCC3)c2)cc1OC | -1 | 3 |
| 34 | CCOc1ccc(S(=O)(=O)N(C)c2ccc(OCC(=O)NCC3CCCCC3)cc2)cc1 | 1 | 4 |
| 35 | CC(=O)c1ccc(NCC(=O)N2CCN(S(=O)(=O)c3ccccc3)CC2)cc1 | 0 | 3 |
| 36 | NC(=O)c1ccc(NC(=O)CCc2nc3sc4c(c3c(=O)[nH]2)CCCC4)cc1 | 7 | -5 |
| 37 | CN1CC(=O)N(CC(=O)NC2CCCCC2)C1=O | 11 | 2 |
| 38 | CCCn1nc(C(=O)NNC(=O)Cc2ccc(S(=O)(=O)N3CCOCC3)s2)c2ccccc2c1=O | -1 | 1 |
| 39 | C=C(C)C(=O)OCC(C)C | 0 | 4 |
| 40 | CCN(CC(=O)Nc1c(F)cccc1F)C(=O)c1cc2ccccc2oc1=O | 5 | 0 |
| 41 | CSc1ccccc1NC(=O)CN(C)CC(=O)Nc1ccc(S(=O)(=O)N2CCCC2)cc1 | 4 | 2 |
| 42 | CCn1c(SCC(=O)N2CCCC2=O)nnc1-c1cccs1 | 5 | 1 |
| 43 | Cc1ccc(C)c(OCCC(=O)OCC(=O)N(C)c2c(N)n(Cc3ccccc3)c(=O)[nH]c2=O)c1 | -2 | 4 |
| 44 | CC(Sc1nnc(C2CC2)n1C1CC1)C(=O)Nc1cccc(S(=O)(=O)N(C)C)c1 (stereo not drawn) | -2 | 0 |
| 45 | CC(=O)c1cccc(NC(=O)C(C)OC(=O)CCN=C2NS(=O)(=O)c3ccccc32)c1 (stereo not drawn) | -8 | -1 |
| 46 | O=C(OCCc1cc2ccccc2c(=O)o1)N1CCOCC1 | 9 | 0 |
| 47 | C[C@H](CO)N1C[C@H](C)[C@@H](CN(C)Cc2ccccc2)Oc2c(NC(=O)C3CCCCC3)cccc2C1=O | 0 | 0 |
| 48 | Cc1cc(C(=O)OCC(=O)N2CCC(c3ccccc3)=N2)ccc1[N+](=O)[O-] | -11 | -1 |
| 49 | O=C(COC(=O)c1ccccc1O)Nc1cccc2ccccc12 | 1 | -2 |
| 50 | COc1cccc(NS(=O)(=O)c2ccc3c(c2)CC(=O)N3)c1 | 1 | -5 |
| 51 | Cc1ccc(C)c(NC(=O)c2ccc(OCc3c(C)noc3C)cc2)c1 | 1 | -2 |
| 52 | CCOc1ccc(C(=O)COC(=O)c2cc(=O)[nH]c3ccccc23)cc1 | 3 | -1 |
| 53 | C[C@@H]1CN([C@@H](C)CO)C(=O)Cc2cc(NS(=O)(=O)c3cn(C)cn3)ccc2O[C@@H]1CN(C)C(=O)Nc1ccccc1 | 8 | -3 |
| 54 | COc1ccc(C)cc1NC(=O)CSc1nnc2ccc(-c3cccnc3)nn12 | -1 | 7 |
| 55 | O=C(O)[C@H]1CCCN1S(=O)(=O)c1cccc2cccnc12 | 2 | 7 |
| 56 | O=C(OCC(=O)N1CCCC1)c1cnc(Cl)c(Cl)c1 | -1 | -2 |
| 57 | Cn1cc(S(=O)(=O)N2CCNCC2)cc1C(N)=O | 3 | -2 |
| 58 | O=C(C[C@H]1C/C=C\CC[C@@H](Cc2ccc(F)cc2)C(=O)OC[C@H]2CCCN2C1=O)NCCO | -3 | -3 |
| 59 | O=C(CSc1n[nH]c(-c2cccs2)n1)NCCc1ccccc1 | 2 | -7 |
| 60 | Cn1nc(C(=O)OCC(=O)c2ccc(Cl)cc2)c2ccccc2c1=O | 1 | 2 |

61	CC(C)CN(C(=O)CN(C)CC(=O)Nc1ccc(Cl)c(C(F)(F)F)c1)c1c(N)n(CC(C)C)c(=O)[nH]c1=O
62	Cc1ccc(N2CC(C(=O)NNC(=O)c3ccc(F)cc3)CC2=O)cc1 (stereo not drawn)
63	O=C(c1cnn(Cc2ccccc2)c1)N1CCN(S(=O)(=O)/C=C/c2ccccc2)CC1
64	Cc1cc(C)c2sc(N(CCCN(C)C)C(=O)c3ccc(S(=O)(=O)N(C)Cc4ccccc4)cc3)nc2c1
65	Nc1ccc(O)c([N+](=O)[O-])c1
66	Clc1ccc(-c2ccccc2)cn1
67	Cc1cc(Cl)ccc1OCC(=O)NCC(c1cccs1)N1CCOCC1 (stereo not drawn)
68	CCN(CC(=O)Nc1c(F)cccc1F)C(=O)CSCC(=O)Nc1cc(C)on1
69	CCN(CC(=O)Nc1ccc(NC(C)=O)cc1)C(=O)c1cc(C)on1
70	Cc1c(C(=O)NCCCN2CCCC2=O)oc2c(Cl)cccc12
assay / entry | 61 | 62 | 63 | 64 | 65 | 66 | 67 | 68 | 69 | 70
IDE inh | 7 | -3 | -4 | 9 | 3 | 1 | -6 | 0 | 1 | 1
IDE cell activ | -1 | -5 | -2 | 0 | 7 | 5 | 0 | 0 | 7 | 4

71	COc1ccc(NC(=O)CSc2nnc3ccc(-c4ccccn4)nn23)c(OC)c1
72	O=C1CC(NS(=O)(=O)c2ccccc2)CN1c1ccc2c(c1)OCCO2 (stereo not drawn)
73	C#CCOCCOCCOCCNc1nc(N2CCN(C(=O)CCCCCCCCCCNC(=O)[C@H](CCCCN)n3cc(C[C@@H](C)CC)nn3)CC2)nc(N2CCN(C(=O)CCCCCCCCCCNC(=O)[C@H](CCCCN)n3cc(C[C@@H](C)CC)nn3)CC2)n1
74	O=C(NCc1cccc(F)c1)c1cccc2c1C(=O)c1ccc(N3CCOCC3)cc1S2(=O)=O
75	CCc1ccc(NC(=O)C(C)OC(=O)Cc2cc(OC)c(OC)c(OC)c2)cc1 (stereo not drawn)
76	COc1cc(NC(=O)c2cccc(S(=O)(=O)N3CCCCC3)c2)cc(OC)c1OC
77	COC(=O)[C@]1(C)N[C@H](c2ccc(-c3ccccc3)cc2)[C@@H]2C(=O)N(C)C(=O)[C@@H]21
78	Cc1ccc(S(=O)(=O)N2CCCCC2)cc1NC(=O)CSc1nnc(C2CC2)n1N
79	Cc1ccc(N2C(=O)N(CC(=O)Nc3cccc(Cl)c3)C(=O)C2C)cc1 (stereo not drawn)
80	C1=CC2=NC34CCCCC3CC3=C(CCCC3)N4C2=CC1=NC1CCCCC1 (stereo not drawn)
assay / entry | 71 | 72 | 73 | 74 | 75 | 76 | 77 | 78 | 79 | 80
IDE inh | 5 | -1 | -2 | 2 | 6 | -5 | 5 | 8 | 1 | 1
IDE cell activ | 1 | 4 | 40* | 5 | 1 | 0 | 3 | -2 | 0 | 4

81	CC(C)(C)c1ccc(NC(=O)COC(=O)C2CCCC2)cc1
82	COc1cc(/C=C/C(=O)OCC(=O)NC2CC2)cc(OC)c1OC
83	CCN(CC(=O)NCc1cccs1)C(=O)c1cccc(S(=O)(=O)Nc2cccc(C)c2)c1
84	COc1cccc(C(=O)NCCS(=O)(=O)N2CCc3ccccc3C2)c1
85	COc1cccc(NC(=O)CN(C)C(=O)c2ccc(NS(=O)(=O)c3ccc(F)cc3)cc2)c1
86	COc1ccc(S(=O)(=O)N2CCOCC2)cc1NC(=O)CN1CCCc2ccccc21
87	O=C(c1cc([N+](=O)[O-])ccc1N1CCOCC1)N1CCN(S(=O)(=O)c2cc(Cl)ccc2Cl)CC1
assay / entry | 81 | 82 | 83 | 84 | 85 | 86 | 87
IDE inh | 0 | 5 | 3 | 0 | -3 | 0 | -4
IDE cell activ | 2 | 4 | -1 | -1 | 0 | 4 | 2

Grouped by structure, the entries above containing a furan ring, fused or not (three)
6	C[C@H](NC(=O)c1ccco1)C(=O)NNC(=O)COc1cccc(C(F)(F)F)c1
13	Cc1ccc(C)c(NC(=O)CN(C)C(=O)c2oc3c(Cl)cccc3c2C)c1
70	Cc1c(C(=O)NCCCN2CCCC2=O)oc2c(Cl)cccc12
assay / entry | 6 | 13 | 70
IDE inh | 1 | -3 | 1
IDE cell activ | -2 | -1 | 4

Structures listed so far that bear a hit mark in IDE cell activ:
73	C#CCOCCOCCOCCNc1nc(N2CCN(C(=O)CCCCCCCCCCNC(=O)[C@H](CCCCN)n3cc(C[C@@H](C)CC)nn3)CC2)nc(N2CCN(C(=O)CCCCCCCCCCNC(=O)[C@H](CCCCN)n3cc(C[C@@H](C)CC)nn3)CC2)n1
assay / entry | 73
IDE inh | -2
IDE cell activ | 40*

Compound activity (PubChem BioAssay)

Some of the compounds tested; the hit share may differ from the screen's.
